SRC3 inh: human NCOA3 inhibition | Q9Y6Q9 | HEK293 GAL4-SRC3 luciferase reporter, luminescence | inhibition, % at 3.6 µM | 360,000 tested, 0.17% active | AID 588352;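 active means inhibition above a per-campaign cutoff, the mean of all compounds plus 3 SD, cut at about 60% in these data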;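 further: 0% = DMSO-treated cells and 100% = gossypol-treated cells at 36 µM; higher means less SRC3-driven luciferase light from the GAL4 reporter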
NCOA1 inh: human NCOA1 inhibition | HEK293 GAL4-SRC1 luciferase reporter, luminescence | inhibition, % at 3.6 µM | 360,000 tested, 0.12% active | AID 588354;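 active means inhibition above the campaign mean plus 3 SD, with each screening campaign given its own cutoff, cut at about 60% in these data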;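 further: 0% = DMSO treated cells and 100% = gossypol at 36 µM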
TWEAK-Fn14 inh: inhibitors of TWEAK-Fn14 interaction signaling | TWEAK-stimulated Fn14 reporter cells, luciferase luminescence, 8 h | inhibition, % at 10 µM | 360,000 tested, 2% active | AID 1159606; in the data active means inhibition above about 50%
TROY NFkB inh: inhibitors of TROY-dependent NF-kB signaling | Q293 LMP1-TROYcd NF-kB luciferase reporter, 4 h | inhibition, % at 10 µM | 360,000 tested, 0.98% active;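 active means compounds whose plate-normalised and pattern-corrected inhibition of the luciferase reporter signal at the single screening dose is 50% or more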
C8 TRAIL sens: sensitizes caspase-8 expressing cells to TRAIL | NB7+C8 cells + TRAIL, ATPlite viability luminescence | inhibition (viability loss, TRAIL sensitization), % at 10 µM | 360,000 tested, 1% active;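 active means compounds causing at least 50% loss of cell viability in the single-dose screen, relative to plate controls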
EBV LMP1 NFkB: reduces LMP1-driven NF-kappaB luciferase signal; inhibition, % at 12.5 µM; LMP1-induced NF-kappaB luciferase reporter cells, luminescence; 350,000 tested, 0.69% active; in the data active means inhibition above about 41%;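 further: 0% = neutral control wells and 100% = reference inhibitor control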
NCOA2 inhibitor: inhibits human steroid receptor coactivator 2 | HEK293 GAL4-SRC2 luciferase reporter, luminescence | inhibition, % at 9 µM | 370,000 tested, 0.17% active | AID 651957;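 active means inhibition above the mean inhibition of all tested compounds plus 3 SD, set per campaign, cut at about 52% in these data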;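 further: 0% = DMSO treated cells and 100% = cells given Gossypol at 36 µM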
NR5A2 inv ag: inverse agonists of human LRH-1 (NR5A2) | AID 602396 | inhibition, % at 3.6 µM | 360,000 tested, 0.13% active | HEK293T StAR-luciferase reporter, LRH-1 transfected, 24 h;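 active means inhibition above the mean inhibition of all tested compounds plus 3 SD, cut at about 73% in these data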;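 further: 0% = DMSO wells and 100% = reporter-only cells lacking LRH-1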
NR2F2 inh: blocks human COUP-TFII nuclear receptor; HEK293T NGFI-A luciferase reporter, luminescence; inhibition, % at 8.6 µM; 370,000 tested, 0.7% active; AID 686940;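 active means inhibition above a per-plate cutoff, mean inhibition of test wells between control levels plus 3 SD, cut at about 38% in these data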;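 further: cells cotransfected with COUP-TFII expression vector driving the NGFI-A reporter; 0% = median of COUP-TF2 test wells and 100% = reporter-only cells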
NOD2 RIPK2 PPI: NOD2-RIPK2 protein interaction inhibition. O43353. CHO BLA complementation NOD2-RIPK2, CCF4 ratio. inhibition, % at 4.98 µM. 360,000 tested, 0.38% active; in the data active means inhibition above about 21%;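 further: 0% = vehicle only and 100% = reference blocker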
TLR9-MyD88 inh: inhibitors of human TLR9-MyD88 binding | Q9NR96+Q99836 | CHO BLA complementation TLR9-MyD88, CCF4 FRET ratio | inhibition, % at 4.98 µM | 340,000 tested, 0.21% active | AID 504734;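 active means inhibition above the mean over all tested compounds plus 3 SD, cut at about 21% in these data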;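 further: 0% = DMSO only wells and 100% = clavulanate BLA inhibitor control wells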
Target sequence (Q99836 whole entry, looked up): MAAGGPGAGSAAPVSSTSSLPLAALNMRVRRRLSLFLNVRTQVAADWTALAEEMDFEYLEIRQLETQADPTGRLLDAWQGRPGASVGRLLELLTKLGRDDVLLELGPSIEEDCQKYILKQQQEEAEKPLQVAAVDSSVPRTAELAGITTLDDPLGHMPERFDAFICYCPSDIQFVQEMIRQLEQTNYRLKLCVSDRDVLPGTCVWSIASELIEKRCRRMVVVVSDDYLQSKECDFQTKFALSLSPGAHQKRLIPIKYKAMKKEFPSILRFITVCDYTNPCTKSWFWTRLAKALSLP
Target sequence (Q9NR96 whole entry, looked up): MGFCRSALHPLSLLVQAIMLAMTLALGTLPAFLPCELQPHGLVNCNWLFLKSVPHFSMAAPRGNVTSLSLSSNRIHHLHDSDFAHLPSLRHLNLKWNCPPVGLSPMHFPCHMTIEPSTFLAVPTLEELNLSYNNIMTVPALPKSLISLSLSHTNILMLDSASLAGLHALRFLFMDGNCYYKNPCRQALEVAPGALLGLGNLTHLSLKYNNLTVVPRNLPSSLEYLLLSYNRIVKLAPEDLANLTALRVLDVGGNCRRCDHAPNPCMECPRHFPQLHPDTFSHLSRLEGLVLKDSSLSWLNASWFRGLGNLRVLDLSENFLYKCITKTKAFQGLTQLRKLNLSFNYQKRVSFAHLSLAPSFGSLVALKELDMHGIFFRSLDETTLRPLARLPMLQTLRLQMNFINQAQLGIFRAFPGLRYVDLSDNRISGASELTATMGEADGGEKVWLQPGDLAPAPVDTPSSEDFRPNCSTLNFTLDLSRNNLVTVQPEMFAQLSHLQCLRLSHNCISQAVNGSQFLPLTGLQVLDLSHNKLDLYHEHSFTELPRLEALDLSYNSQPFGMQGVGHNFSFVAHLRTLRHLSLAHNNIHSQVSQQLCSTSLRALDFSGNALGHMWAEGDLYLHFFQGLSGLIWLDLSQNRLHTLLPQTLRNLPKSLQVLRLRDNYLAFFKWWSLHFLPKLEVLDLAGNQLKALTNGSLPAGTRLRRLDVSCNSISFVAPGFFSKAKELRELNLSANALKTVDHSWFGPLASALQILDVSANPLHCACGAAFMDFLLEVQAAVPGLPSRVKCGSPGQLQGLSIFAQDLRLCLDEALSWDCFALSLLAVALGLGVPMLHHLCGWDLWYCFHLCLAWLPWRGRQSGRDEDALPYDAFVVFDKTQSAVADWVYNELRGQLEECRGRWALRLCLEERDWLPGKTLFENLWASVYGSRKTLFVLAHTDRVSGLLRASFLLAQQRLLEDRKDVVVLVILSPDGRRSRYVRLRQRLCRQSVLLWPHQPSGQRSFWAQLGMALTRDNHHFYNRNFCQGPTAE
An asterisk follows results filed as active; . = no result given. The list is partial. The share of hits here may be higher or lower than overall.

SMILES	SRC3 inh	NCOA1 inh	TWEAK-Fn14 inh	TROY NFkB inh	C8 TRAIL sens	EBV LMP1 NFkB	NCOA2 inhibitor	NR5A2 inv ag	NR2F2 inh	NOD2 RIPK2 PPI	TLR9-MyD88 inh
Cc1ccc(S(=O)(=O)N2C[C@H]3[C@H]4C(=O)N(C)C(=O)[C@H]4CC(=O)[C@H]3[C@@H]2c2ccccc2Cl)cc1	6	10	33	-9	-10	.	-11	-9	19	4	.
CCC(=O)N(Cc1cc2ccc(C)cc2[nH]c1=O)c1ccccc1OC	-2	-12	12	16	6	-6	2	-8	12	-7	6
O=C(OCn1nnc2ccccc2c1=O)c1cccnc1Cl	8	-4	11	-6	1	-3	-41	17	-17	-4	-4
CCCCN1CCCCC1C(=O)Nc1c(C)cc(C)cc1C (stereo unspecified)	-1	1	-7	-24	-1	12	8	4	6	-1	-6
COc1ccc(C(=O)N2CCN(c3ncccn3)CC2)cc1	-14	9	5	-1	-19	0	.	-4	.	-9	-9
COC(=O)c1sccc1NC(=O)c1ccccc1	6	4	-1	6	-1	-1	-3	19	11	1	4
CC1CCN(S(=O)(=O)c2cccc(S(=O)(=O)N3CCCC3)c2)CC1	12	1	37	-5	-1	-6	-24	2	9	-16	-2
COC(=O)c1ccc(S(=O)(=O)NCc2cccc(OC)c2)n1C	16	-2	-26	9	-9	-1	-17	9	5	4	-2
CSCCC(=O)Nc1nc(-c2ccccn2)cs1	7	-2	6	-6	9	6	-2	3	-10	-2	0
CC(=O)c1cccc(-c2ccnc3c2CC(C(=O)Nc2cccc(N(C)C)c2)O3)c1 (stereo unspecified)	0	9	21	16	12	.	-8	17	17	1	.
Cc1ccc(-n2ncc3c2CC(C)(C)CC3NC(=O)CCCN2CCCC2=O)cc1 (stereo unspecified)	7	-5	-7	7	-21	-10	-2	-10	12	5	2
Cc1cccc(-n2c(N)cc(=O)nc2SCC(=O)Nc2cc(C)on2)c1	5	3	-10	7	-7	0	-9	15	5	-1	-5
O=[N+]([O-])c1cccc2ccc(/C=C/c3cccc(Br)c3)nc12	-32	-72	-24	-16	9	-13	-35	-10	-16	0	6
O=[N+]([O-])c1cc(S(=O)(=O)N2CCCC2)ccc1NCCCN1CCOCC1	15	6	-1	0	4	2	-23	20	6	-1	4
Cc1ccc(C)c(S(=O)(=O)N2CCN(c3nc(CN4CCOCC4)nc4sc(C)c(C)c34)CC2)c1	9	1	-1	6	9	10	-1	-5	0	-3	-6
COc1ccc(-c2cc(C(=O)N/N=C(\C)c3ccco3)c3ccccc3n2)c(OC)c1	12	14	3	-26	25	15	-17	7	18	-10	3
CCSc1nc2cc(OC)c(OC)cc2c(=O)n1CC	11	2	7	11	18	-1	-4	8	2	1	-3
CCCCCCOc1ccc(N2C(=O)CC(SCCN)C2=O)cc1 (stereo unspecified)	-11	-23	-16	-12	5	-17	5	5	-7	-8	5
CCOC(=O)N(C)C[C@@H]1OCc2cnnn2CCCC(=O)N([C@H](C)CO)C[C@H]1C	2	-6	11	4	2	-1	-18	2	-21	-3	6
C=COC(=O)CSc1nc(-c2cccs2)ccc1C#N	-56	-50	-36	-53	6	-21	-66	-52	-33	2	9
CC1Cc2ccccc2N1C(=O)C1CCN(S(=O)(=O)c2cccs2)CC1 (stereo unspecified)	6	0	8	5	-29	-2	-2	-1	3	-13	-1
CC1(C)CC(=O)C(CC2=C(O)CC(C)(C)CC2=O)C(=O)C1	12	-4	-4	-16	-2	-16	-19	-12	11	-4	-1
COc1ccccc1OCCCn1cc(C#N)c2ccccc21	21	-21	5	-41	14	-16	-33	-51	-32	10	-2
O=C(NCc1ccccc1)c1onc(CSc2ccc(F)cc2)c1C(=O)NCc1ccccc1	-2	-7	-5	-14	-7	-1	12	3	3	3	-13
CCOC(=O)CNC(=S)NN(C)C	21	-23	2	-9	-7	5	-17	16	-15	4	-8
CCN(CC)c1ccc(/C=N/Nc2cccc(C)c2)c(O)c1	0	-16	-4	-14	0	-9	-1	-19	-3	9	4
COC(=O)COc1ccc(C2NC(=O)NC(C)=C2C(=O)NCc2ccccc2)cc1OC (stereo unspecified)	13	-9	3	-24	5	-3	-12	-12	13	-2	-10
C[C@@H]1CN([C@@H](C)CO)S(=O)(=O)c2ccc(C#Cc3cccc(F)c3)cc2O[C@@H]1CN(C)CC1CC1	-8	-12	3	8	-10	6	-19	16	19	17	-9
O=C(c1ccc2nc[nH]c2c1)N1CCN(S(=O)(=O)c2cccc(F)c2)CC1	-1	-5	-6	2	5	5	0	4	-15	7	-1
CCN(c1ccccc1)S(=O)(=O)c1cc(OC)ccc1OC	1	-26	18	13	9	-7	13	1	11	2	-11
CC12CCC(=O)N1C(C(=O)Nc1nc3ccc(Cl)cc3s1)CS2 (stereo unspecified)	-13	-32	21	-7	2	-10	-5	-19	-8	-1	2
CCOc1ccccc1OCCn1nc2ccccc2n1	4	-2	-12	12	-12	5	-4	-6	-2	-9	-17
Cc1cc(C)c(CN2CCCC(CNC(=O)c3ccc(F)cc3)C2)c(-n2cccn2)c1 (stereo unspecified)	8	-2	-6	-1	10	3	-4	21	24	0	-4
Cc1ccnc(NC(=O)CCc2c[nH]c3ccccc23)c1	-38	-55	-7	-8	2	-25	-53	-41	-14	5	4
CC(NC(=O)NCc1cccnc1)(C(F)(F)F)C(F)(F)F	-2	-9	9	21	4	-9	-3	5	3	-6	-4
CC(C)(CC(=O)O)CC(=O)NCc1c(Cl)cccc1Oc1ccccc1	15	10	3	-26	2	-2	-5	3	10	-2	1
Nc1cccc2cc(-c3ccccc3)oc12	-45	-58	-6	-58	14	-34	-20	-71	-12	1	-8
Cc1cc(C(=O)COC(=O)c2cc(O)c3ccccc3c2O)c(C)n1CC1CCCO1 (stereo unspecified)	11	-59	79*	-16	0	1	.	10	.	-8	-3
O=C1CCCc2c1ccc1ccccc21	4	-9	0	-8	-18	5	11	-26	1	-3	-4
O=C(COc1ccccc1)Nc1nnc(-c2ccco2)o1	-2	-2	4	-4	-8	3	-16	8	6	-5	1
CCn1c(=O)c2cc(S(=O)(=O)NC3CCCCC3)ccc2n(CC)c1=O	2	5	19	-8	-10	2	-17	3	0	-16	7
CC1=C(C(=O)N(C(C)C)C(C)C)CC(CC(=O)NCc2ccco2)C(=O)N1CCCN1CCCC1=O (stereo unspecified)	12	-4	4	6	-1	.	8	-6	-10	-7	.
O=C(N/N=C/c1cc([N+](=O)[O-])ccc1O)C12CC3CC(CC(C3)C1)C2	10	-20	-10	-15	-15	10	-18	-26	-11	0	0
CC1=C(C(=O)Nc2ccccc2)C(c2cccs2)n2nnnc2N1 (stereo unspecified)	-4	-8	16	-7	-6	-1	7	16	7	-15	5
COc1cccc(CNC(=O)CCNS(=O)(=O)c2ccc(C)cc2)c1	-13	-8	19	4	6	1	-17	3	12	1	-5
Cc1cc2nc(-c3ccc(SCC(=O)Nc4ccc(S(=O)(=O)N5CCCC5)cc4)nc3)[nH]c2cc1C	-75	-99	-29	-35	72*	-31	-35	-104	-70	-7	-13
CSc1cccc(NC(=S)N(CCCN2CCC(C)CC2)Cc2cccs2)c1	7	1	27	-14	21	8	-15	3	0	4	7
O=C(OCc1ccc([N+](=O)[O-])cc1)c1ccccn1	8	-14	-6	-16	-4	5	-15	8	11	-5	-4

Next section, starting with the last two of the part before.
SMILES	SRC3 inh	NCOA1 inh	TWEAK-Fn14 inh	TROY NFkB inh	C8 TRAIL sens	EBV LMP1 NFkB	NCOA2 inhibitor	NR5A2 inv ag	NR2F2 inh	NOD2 RIPK2 PPI	TLR9-MyD88 inh
CSc1cccc(NC(=S)N(CCCN2CCC(C)CC2)Cc2cccs2)c1	7	1	27	-14	21	8	-15	3	0	4	7
O=C(OCc1ccc([N+](=O)[O-])cc1)c1ccccn1	8	-14	-6	-16	-4	5	-15	8	11	-5	-4
Cc1cccc(C)c1NC(=O)CN(C)C(=O)c1ccc2c(=O)n3c(nc2c1)CCC3	4	1	2	-6	-22	-4	-11	14	4	1	7
CCOC(=O)CN(C(=O)CNC(=O)c1cccs1)C(C(=O)NC1CCCCC1)c1cccnc1 (stereo unspecified)	-11	-2	-3	-10	-6	-1	-12	1	-9	-10	1
CC(=O)Nc1ccc(S(=O)(=O)NCCC(=O)Nc2ccc(C)c(Cl)c2)cc1	18	3	-1	3	2	-8	-9	4	0	7	-4
CCOc1ccc(NC(=O)CSc2ncc(-c3ccc(F)cc3)n2Cc2ccco2)cc1	23	-14	-19	15	-9	0	-21	-9	6	-9	-4
CCCC(C)NC(=O)c1c2c(nc3ccccc13)CCC2 (stereo unspecified)	0	-13	7	11	-4	-4	-4	-3	8	10	4

Of the compounds above, twelve have a halogen.
SMILES	SRC3 inh	NCOA1 inh	TWEAK-Fn14 inh	TROY NFkB inh	C8 TRAIL sens	EBV LMP1 NFkB	NCOA2 inhibitor	NR5A2 inv ag	NR2F2 inh	NOD2 RIPK2 PPI	TLR9-MyD88 inh
Cc1ccc(S(=O)(=O)N2C[C@H]3[C@H]4C(=O)N(C)C(=O)[C@H]4CC(=O)[C@H]3[C@@H]2c2ccccc2Cl)cc1	6	10	33	-9	-10	.	-11	-9	19	4	.
O=C(OCn1nnc2ccccc2c1=O)c1cccnc1Cl	8	-4	11	-6	1	-3	-41	17	-17	-4	-4
O=[N+]([O-])c1cccc2ccc(/C=C/c3cccc(Br)c3)nc12	-32	-72	-24	-16	9	-13	-35	-10	-16	0	6
O=C(NCc1ccccc1)c1onc(CSc2ccc(F)cc2)c1C(=O)NCc1ccccc1	-2	-7	-5	-14	-7	-1	12	3	3	3	-13
C[C@@H]1CN([C@@H](C)CO)S(=O)(=O)c2ccc(C#Cc3cccc(F)c3)cc2O[C@@H]1CN(C)CC1CC1	-8	-12	3	8	-10	6	-19	16	19	17	-9
O=C(c1ccc2nc[nH]c2c1)N1CCN(S(=O)(=O)c2cccc(F)c2)CC1	-1	-5	-6	2	5	5	0	4	-15	7	-1
CC12CCC(=O)N1C(C(=O)Nc1nc3ccc(Cl)cc3s1)CS2 (stereo unspecified)	-13	-32	21	-7	2	-10	-5	-19	-8	-1	2
Cc1cc(C)c(CN2CCCC(CNC(=O)c3ccc(F)cc3)C2)c(-n2cccn2)c1 (stereo unspecified)	8	-2	-6	-1	10	3	-4	21	24	0	-4
CC(NC(=O)NCc1cccnc1)(C(F)(F)F)C(F)(F)F	-2	-9	9	21	4	-9	-3	5	3	-6	-4
CC(C)(CC(=O)O)CC(=O)NCc1c(Cl)cccc1Oc1ccccc1	15	10	3	-26	2	-2	-5	3	10	-2	1
CC(=O)Nc1ccc(S(=O)(=O)NCCC(=O)Nc2ccc(C)c(Cl)c2)cc1	18	3	-1	3	2	-8	-9	4	0	7	-4
CCOc1ccc(NC(=O)CSc2ncc(-c3ccc(F)cc3)n2Cc2ccco2)cc1	23	-14	-19	15	-9	0	-21	-9	6	-9	-4
